Screens: PubChem, several laboratories
NCOA1 inh – human NCOA1 inhibition | Q15788 | HEK293 GAL4-SRC1 luciferase reporter, luminescence | inhibition, % at 3.6 µM | 0.12% of 360,000 active;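 active = inhibition above the campaign mean plus 3 SD, with each screening campaign given its own cutoff, cut at about 60% in these data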;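 also: 0% = DMSO treated cells and 100% = gossypol at 36 µM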
NCOA2 inhibitor – human SRC2 (NCOA2) inhibition | Q15596 | HEK293 GAL4-SRC2 luciferase reporter, luminescence | inhibition, % at 9 µM | 0.17% of 370,000 active | AID 651957;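 active = inhibition above the mean inhibition of all tested compounds plus 3 SD, set per campaign, cut at about 52% in these data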;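 also: 0% = DMSO treated cells and 100% = cells given Gossypol at 36 µM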
NR2F2 inh – NR2F2 (human) inhibition, primary screen; inhibition, % at 8.6 µM; 0.7% of 370,000 active; P24468; AID 686940; HEK293T NGFI-A luciferase reporter, luminescence;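 active = inhibition above a per-plate cutoff, mean inhibition of test wells between control levels plus 3 SD, cut at about 38% in these data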;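 also: cells cotransfected with COUP-TFII expression vector driving the NGFI-A reporter; 0% = median of COUP-TF2 test wells and 100% = reporter-only cells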
SRC3 inh – inhibits human SRC3 coactivator | Q9Y6Q9 | HEK293 GAL4-SRC3 luciferase reporter, luminescence | inhibition, % at 3.6 µM | 0.17% of 360,000 active;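 active = inhibition above a per-campaign cutoff, the mean of all compounds plus 3 SD, cut at about 60% in these data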;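 also: 0% = DMSO-treated cells and 100% = gossypol-treated cells at 36 µM; higher means less SRC3-driven luciferase light from the GAL4 reporter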
NOD2-RIPK2 inh – blocks binding of human NOD2 to RIPK2 | CHO BLA complementation NOD2-RIPK2, CCF4 ratio | 0.38% of 360,000 active | AID 624267 | inhibition, % at 4.98 µM; in the data active = inhibition above about 21%;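 also: 0% = vehicle only and 100% = reference blocker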
ABHD5 PLIN5 PPI – inhibitors of human ABHD5-perilipin-5 interaction | AID 602281 | Q00G26+Q8WTS1 | 0.78% of 360,000 active | Split G. princeps luciferase complementation, luminescence, 4 h | inhibition, % at 4 µM;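 active = inhibition above the mean inhibition across every tested compound plus 3 SD, cut at about 22% in these data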;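 also: 0% = DMSO only wells and the 100% control is not disclosed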
Target sequence (Q00G26 whole entry, looked up): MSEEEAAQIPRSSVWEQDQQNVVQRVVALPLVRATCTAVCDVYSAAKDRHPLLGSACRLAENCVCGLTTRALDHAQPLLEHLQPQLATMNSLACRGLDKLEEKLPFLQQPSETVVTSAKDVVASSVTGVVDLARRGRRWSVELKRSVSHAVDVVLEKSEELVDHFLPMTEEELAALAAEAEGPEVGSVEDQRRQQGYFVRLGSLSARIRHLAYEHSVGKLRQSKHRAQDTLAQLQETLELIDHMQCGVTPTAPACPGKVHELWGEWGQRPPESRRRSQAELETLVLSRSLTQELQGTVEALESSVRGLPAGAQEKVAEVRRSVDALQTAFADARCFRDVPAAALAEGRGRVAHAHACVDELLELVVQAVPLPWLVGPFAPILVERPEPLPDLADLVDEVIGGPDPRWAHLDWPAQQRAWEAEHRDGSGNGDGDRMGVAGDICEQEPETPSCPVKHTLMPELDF
Target sequence (Q8WTS1 whole entry, looked up): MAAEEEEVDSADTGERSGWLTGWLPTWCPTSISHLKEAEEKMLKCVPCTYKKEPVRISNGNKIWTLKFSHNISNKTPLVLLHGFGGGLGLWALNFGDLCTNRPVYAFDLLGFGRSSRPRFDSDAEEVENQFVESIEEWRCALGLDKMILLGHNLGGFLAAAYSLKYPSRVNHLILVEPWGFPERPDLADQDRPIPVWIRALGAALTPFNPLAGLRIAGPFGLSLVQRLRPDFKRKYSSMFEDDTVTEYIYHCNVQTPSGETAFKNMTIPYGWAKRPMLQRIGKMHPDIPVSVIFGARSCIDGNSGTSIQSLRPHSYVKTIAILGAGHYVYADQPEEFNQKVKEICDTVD
MC4R antag cAMP – antagonists of human melanocortin 4 receptor (MC4R); MC4R-expressing cells, MTII-stimulated cAMP, LANCE TR-FRET; 0.48% of 360,000 active; inhibition, % at 6.5 µM;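 active = inhibition above its plate's cutoff, the mean of tested wells on that plate plus 3 SD, cut at about 29% in these data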;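 also: 0% = Melanotan II alone and 100% = Melanotan II plus saturating MCL0020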
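material = U2OS cells stably expressing human melanocortin 4 receptor (MC4R) | also added = Melanotan II challenge | dosing = single nominal compound dose of 6.5 µM | detection = TR-FRET with Eu-cAMP and labeled anti-cAMP, 671 nm | replication = singlicate | timing = compound 30 min, challenge 1 h, detection 1 h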
TLR9-MyD88 inh – inhibitors of human TLR9-MyD88 binding; 0.21% of 340,000 active; CHO BLA complementation TLR9-MyD88, CCF4 FRET ratio; inhibition, % at 4.98 µM; Q9NR96+Q99836;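 active = inhibition above the mean over all tested compounds plus 3 SD, cut at about 21% in these data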;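 also: 0% = DMSO only wells and 100% = clavulanate BLA inhibitor control wells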
MC4R ag barr – activates human MC4R beta-arrestin recruitment; U2OS MC4R beta-arrestin complementation, luminescence; percent of melanotan II response, DMSO zero; P32245; activation, % at 8.9 µM; 0.98% of 360,000 active;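 active = activation above a per-plate cutoff, the mean activation of sample wells on that plate plus 3 SD, cut at about 8% in these data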
LRH-1 inv ag – suppresses constitutive activity of human LRH-1; O00482; HEK293T StAR-luciferase reporter, LRH-1 transfected, 24 h; inhibition, % at 3.6 µM; 0.13% of 360,000 active; AID 602396;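 active = inhibition above the mean inhibition of all tested compounds plus 3 SD, cut at about 73% in these data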;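 also: 0% = DMSO wells and 100% = reporter-only cells lacking LRH-1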
LMP1 NFkB inh – reduces LMP1-driven NF-kappaB luciferase signal | 0.69% of 350,000 active | inhibition, % at 12.5 µM | LMP1-induced NF-kappaB luciferase reporter cells, luminescence; in the data active = inhibition above about 41%;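 also: 0% = neutral control wells and 100% = reference inhibitor control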
Starred values were filed as active, the others as inactive.

How did CNCCCOc1cccc(OC(C)C)c1 do in these assays?
NCOA1 inh: -25; NCOA2 inhibitor: -12; NR2F2 inh: -5; SRC3 inh: 7; NOD2-RIPK2 inh: 13; ABHD5 PLIN5 PPI: -3; MC4R antag cAMP: 8; TLR9-MyD88 inh: -9; MC4R ag barr: -0.3; LRH-1 inv ag: -1; LMP1 NFkB inh: 3

How did COc1ccc(OC)c(-c2csc(NC(=O)Cc3ccccc3F)n2)c1 do in these assays?
NCOA1 inh: -3; NCOA2 inhibitor: -12; NR2F2 inh: -16; SRC3 inh: -23; NOD2-RIPK2 inh: -2; ABHD5 PLIN5 PPI: -19; MC4R antag cAMP: -11; TLR9-MyD88 inh: -9; MC4R ag barr: -1.5; LRH-1 inv ag: -40; LMP1 NFkB inh: -11

Results for CCC(=O)c1ccc(OCC(=O)OC(C)C(=O)Nc2c(C)n(C)n(-c3ccccc3)c2=O)cc1 (stereo not given) ?
NCOA1 inh: -37; NCOA2 inhibitor: 18; NR2F2 inh: -6; SRC3 inh: -1; NOD2-RIPK2 inh: 5; ABHD5 PLIN5 PPI: 9; MC4R antag cAMP: 16; TLR9-MyD88 inh: -10; MC4R ag barr: -4.8; LRH-1 inv ag: 5; LMP1 NFkB inh: 7

What do the screens show for `O=C(O)/C(=C\c1cn(-c2ccccc2)nc1-c1ccc(Cl)cc1)NC(=O)c1ccccc1`?
NCOA1 inh: -9; NCOA2 inhibitor: -2; NR2F2 inh: 0; SRC3 inh: 14; NOD2-RIPK2 inh: -26; ABHD5 PLIN5 PPI: -4; MC4R antag cAMP: 22; TLR9-MyD88 inh: -4; MC4R ag barr: 2.3; LRH-1 inv ag: -10; LMP1 NFkB inh: 1

Results for COc1ccc2c(c1)Cc1cc(NC(=O)c3ccccc3-c3ccccc3C(=O)O)ccc1-2 ?
NCOA1 inh: -10; NCOA2 inhibitor: 7; NR2F2 inh: 4; SRC3 inh: -15; NOD2-RIPK2 inh: -14; ABHD5 PLIN5 PPI: 7; MC4R antag cAMP: -4; TLR9-MyD88 inh: 5; MC4R ag barr: 0.0; LRH-1 inv ag: 17; LMP1 NFkB inh: 8

What do the screens show for `Cc1ccc(C(=O)NNC(=O)CCn2nnc3ccccc32)cc1`?
NCOA1 inh: -26; NCOA2 inhibitor: 11; NR2F2 inh: 19; SRC3 inh: 0; NOD2-RIPK2 inh: -6; ABHD5 PLIN5 PPI: -5; MC4R antag cAMP: 16; TLR9-MyD88 inh: -3; MC4R ag barr: -2.8; LRH-1 inv ag: 2; LMP1 NFkB inh: 2

How did COC(=O)c1ccc(NS(=O)(=O)c2cc(-c3cc(C)no3)ccc2OC)cc1 do in these assays?
NCOA1 inh: -5; NCOA2 inhibitor: -12; NR2F2 inh: 9; SRC3 inh: -1; NOD2-RIPK2 inh: 10; ABHD5 PLIN5 PPI: 0; MC4R antag cAMP: -8; TLR9-MyD88 inh: -1; MC4R ag barr: -3.8; LRH-1 inv ag: 4; LMP1 NFkB inh: 4

Results for COc1ccc(N2CC(C(=O)Nc3ccc(S(=O)(=O)N4CCCCC4)cc3)CC2=O)cc1 (stereo not given) ?
NCOA1 inh: 4; NCOA2 inhibitor: -21; NR2F2 inh: 7; SRC3 inh: 10; NOD2-RIPK2 inh: 7; ABHD5 PLIN5 PPI: 1; MC4R antag cAMP: 0; TLR9-MyD88 inh: -9; MC4R ag barr: -1.4; LRH-1 inv ag: 11; LMP1 NFkB inh: 2

How did Cc1cc2oc(=O)sc2cc1NS(=O)(=O)c1cccc2cccnc12 do in these assays?
NCOA1 inh: -18; NCOA2 inhibitor: -11; NR2F2 inh: 7; SRC3 inh: -9; NOD2-RIPK2 inh: -3; ABHD5 PLIN5 PPI: -11; MC4R antag cAMP: 5; TLR9-MyD88 inh: -4; MC4R ag barr: -0.3; LRH-1 inv ag: 18; LMP1 NFkB inh: 4

Results for Cc1ccc2c(c1)N(CC(=O)N1CCCC1)C(=O)CO2 ?
NCOA1 inh: -1; NCOA2 inhibitor: -19; NR2F2 inh: 11; SRC3 inh: 5; NOD2-RIPK2 inh: -3; ABHD5 PLIN5 PPI: 3; MC4R antag cAMP: -5; TLR9-MyD88 inh: -11; MC4R ag barr: -1.1; LRH-1 inv ag: 7; LMP1 NFkB inh: -5

Results for CC(=O)Nc1ccc(C(=O)OCC(=O)NCc2ccccc2)cc1 ?
NCOA1 inh: 10; NCOA2 inhibitor: -31; NR2F2 inh: 22; SRC3 inh: 19; NOD2-RIPK2 inh: 2; ABHD5 PLIN5 PPI: -2; MC4R antag cAMP: 2; TLR9-MyD88 inh: -2; MC4R ag barr: 0.7; LRH-1 inv ag: -3; LMP1 NFkB inh: -5

What do the screens show for `C/C(=N/Nc1ccc(Cl)cc1)c1cnnc(-c2ccccc2)n1`?
NCOA1 inh: 1; NCOA2 inhibitor: -8; NR2F2 inh: -4; SRC3 inh: 17; NOD2-RIPK2 inh: -3; ABHD5 PLIN5 PPI: 2; MC4R antag cAMP: 0; TLR9-MyD88 inh: 4; MC4R ag barr: -3.1; LRH-1 inv ag: 8; LMP1 NFkB inh: -6

How did COCCCn1c(=O)/c(=C\c2ccccc2OC(F)F)s/c1=C(/C#N)C(=O)NCCOC do in these assays?
NCOA1 inh: -12; NCOA2 inhibitor: 9; NR2F2 inh: 6; SRC3 inh: 9; NOD2-RIPK2 inh: 4; ABHD5 PLIN5 PPI: 6; MC4R antag cAMP: 7; TLR9-MyD88 inh: -12; MC4R ag barr: 0.5; LRH-1 inv ag: 4; LMP1 NFkB inh: 1

How did CN(CC(O)COc1ccc(S(=O)(=O)N2CCOCC2)cc1Cl)C1CCCCC1 (stereo not given) do in these assays?
NCOA1 inh: 17; NCOA2 inhibitor: -12; NR2F2 inh: -8; SRC3 inh: 7; NOD2-RIPK2 inh: 4; ABHD5 PLIN5 PPI: 2; MC4R antag cAMP: -3; TLR9-MyD88 inh: 6; MC4R ag barr: -1.0; LRH-1 inv ag: 3; LMP1 NFkB inh: 7

What do the screens show for `O=C(CCCn1c(=O)c2sccc2n(Cc2cc(=O)n3ccccc3n2)c1=O)NCc1ccco1`?
NCOA1 inh: -4; NCOA2 inhibitor: -28; NR2F2 inh: 3; SRC3 inh: 9; NOD2-RIPK2 inh: 8; ABHD5 PLIN5 PPI: 2; MC4R antag cAMP: -2; TLR9-MyD88 inh: 2; MC4R ag barr: -1.2; LRH-1 inv ag: -14; LMP1 NFkB inh: 3

How did CC(=O)Nc1cc(C(F)(F)F)ccc1N1CCOCC1 do in these assays?
NCOA1 inh: -5; NCOA2 inhibitor: 3; NR2F2 inh: -12; SRC3 inh: 4; NOD2-RIPK2 inh: 2; ABHD5 PLIN5 PPI: 0; MC4R antag cAMP: 20; TLR9-MyD88 inh: 8; MC4R ag barr: 0.5; LRH-1 inv ag: 11; LMP1 NFkB inh: -14

How did CN(C)CCCn1c(N)c(C#N)c2nc3ccccc3nc21 do in these assays?
NCOA1 inh: 15; NCOA2 inhibitor: -26; NR2F2 inh: -4; SRC3 inh: -2; NOD2-RIPK2 inh: 5; ABHD5 PLIN5 PPI: 5; MC4R antag cAMP: -1; MC4R ag barr: -0.8; LRH-1 inv ag: 7; LMP1 NFkB inh: -2

Results for COc1ccccc1-c1nnc(SCC(=O)Nc2ccc(N3CCOCC3)cc2)n1C ?
NCOA1 inh: -16; NCOA2 inhibitor: -26; NR2F2 inh: 6; SRC3 inh: -6; NOD2-RIPK2 inh: -1; ABHD5 PLIN5 PPI: 3; MC4R antag cAMP: 11; TLR9-MyD88 inh: 5; MC4R ag barr: -0.9; LRH-1 inv ag: 10; LMP1 NFkB inh: 3

Results for CC(C)Cn1c(N)c(C(=O)COC(=O)c2ccc([N+](=O)[O-])o2)c(=O)n(C)c1=O ?
NCOA1 inh: -11; NCOA2 inhibitor: 10; NR2F2 inh: 1; SRC3 inh: 7; NOD2-RIPK2 inh: 6; ABHD5 PLIN5 PPI: 3; MC4R antag cAMP: 35*; TLR9-MyD88 inh: -1; MC4R ag barr: -1.9; LRH-1 inv ag: 25; LMP1 NFkB inh: -12

What do the screens show for `COC(=O)c1cccc(COC(=O)c2cc3ccccc3oc2=O)c1`?
NCOA1 inh: 3; NCOA2 inhibitor: 26; NR2F2 inh: -3; SRC3 inh: 9; NOD2-RIPK2 inh: 7; ABHD5 PLIN5 PPI: 7; MC4R antag cAMP: 13; TLR9-MyD88 inh: -1; MC4R ag barr: 2.3; LRH-1 inv ag: -5; LMP1 NFkB inh: -6

Results for COc1ccccc1NC(=O)c1oc2ccccc2c1NC(=O)c1cc(OC)c(OC)c(OC)c1 ?
NCOA1 inh: 1; NCOA2 inhibitor: -16; NR2F2 inh: -16; SRC3 inh: 7; NOD2-RIPK2 inh: -12; ABHD5 PLIN5 PPI: 7; MC4R antag cAMP: -11; TLR9-MyD88 inh: 5; MC4R ag barr: -2.5; LRH-1 inv ag: 0; LMP1 NFkB inh: 18

What do the screens show for `Cc1ccc(OCc2nnc(SCC(=O)c3cccs3)n2-c2ccccc2)cc1C`?
NCOA1 inh: -11; NCOA2 inhibitor: -33; NR2F2 inh: 14; SRC3 inh: -31; NOD2-RIPK2 inh: 4; ABHD5 PLIN5 PPI: 5; MC4R antag cAMP: 5; TLR9-MyD88 inh: 1; MC4R ag barr: -0.4; LRH-1 inv ag: -20; LMP1 NFkB inh: 3

How did CC(C)Sc1nc2c(c(=O)[nH]c(=O)n2C)n1C do in these assays?
NCOA1 inh: 1; NCOA2 inhibitor: -17; NR2F2 inh: -5; SRC3 inh: 10; NOD2-RIPK2 inh: 0; ABHD5 PLIN5 PPI: -2; MC4R antag cAMP: -5; TLR9-MyD88 inh: 2; MC4R ag barr: -2.2; LRH-1 inv ag: -8; LMP1 NFkB inh: 4

What do the screens show for `C=CCC(=O)OCC(=O)Nc1ccc(Cl)cn1`?
NCOA1 inh: -3; NCOA2 inhibitor: -9; NR2F2 inh: -9; SRC3 inh: 27; NOD2-RIPK2 inh: -1; ABHD5 PLIN5 PPI: 1; MC4R antag cAMP: 7; TLR9-MyD88 inh: -2; MC4R ag barr: -4.0; LRH-1 inv ag: 14; LMP1 NFkB inh: 6

Results for CN(C)Cc1cc(C(C)(C)C)cc(C(C)(C)C)c1O ?
NCOA1 inh: -2; NCOA2 inhibitor: 4; NR2F2 inh: -2; SRC3 inh: 15; NOD2-RIPK2 inh: 2; ABHD5 PLIN5 PPI: -3; MC4R antag cAMP: -1; TLR9-MyD88 inh: -5; MC4R ag barr: -2.4; LRH-1 inv ag: -3; LMP1 NFkB inh: 4

How did O=C1CCC(C(=O)NCc2cccnc2)N1 (stereo not given) do in these assays?
NCOA1 inh: -3; NCOA2 inhibitor: -36; NR2F2 inh: -1; SRC3 inh: -14; NOD2-RIPK2 inh: 0; ABHD5 PLIN5 PPI: 3; MC4R antag cAMP: 2; TLR9-MyD88 inh: 11; MC4R ag barr: -2.4; LRH-1 inv ag: 15; LMP1 NFkB inh: -9

Only part of the results is shown; rates above refer to the full screens.
